Screens (PubChem BioAssay)
CHRM5 PAM: human M5 muscarinic receptor positive allosteric modulators, primary screen, CHO-K1 cells, Fluo-8 calcium fluorescence. Muscarinic acetylcholine receptor M5 (Homo sapiens), P08912. CHO-K1 hM5, ACh EC20 PAM; 0% = ACh EC20, 100% = ACh EC100. activation, % at 3 µM. hit rate 0.3% among 360,000. AID 624038, 2012;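 active means activation above the run cutoff, the mean activation of all test compounds plus 3 SD, cut at about 18% in these data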
Target sequence (P08912 whole entry, looked up): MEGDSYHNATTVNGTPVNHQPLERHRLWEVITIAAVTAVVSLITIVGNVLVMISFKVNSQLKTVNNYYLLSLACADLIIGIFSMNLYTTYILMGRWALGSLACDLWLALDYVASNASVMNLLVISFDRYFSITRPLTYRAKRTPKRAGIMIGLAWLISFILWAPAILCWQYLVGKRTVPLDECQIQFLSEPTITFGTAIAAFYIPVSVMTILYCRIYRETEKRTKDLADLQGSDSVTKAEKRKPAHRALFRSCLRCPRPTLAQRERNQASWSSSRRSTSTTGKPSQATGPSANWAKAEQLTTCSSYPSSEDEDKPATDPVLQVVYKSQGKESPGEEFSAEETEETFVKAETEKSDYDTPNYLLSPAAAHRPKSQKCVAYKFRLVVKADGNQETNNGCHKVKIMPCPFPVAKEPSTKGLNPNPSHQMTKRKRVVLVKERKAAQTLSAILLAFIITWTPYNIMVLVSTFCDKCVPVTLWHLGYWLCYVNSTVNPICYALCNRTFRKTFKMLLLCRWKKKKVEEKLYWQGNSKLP
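system = human M5 receptor in CHO-K1 cells | reagent = EC20 acetylcholine as agonist stimulus | compound dosing = single-point, 3 µM nominal | incubation = Fluo-8 loading 80 min at 37 °C plus 30 min room temperature | detection = Fluo-8 calcium dye fluorescence, kinetic read | benchmarks = low control EC20 acetylcholine (0%), high control EC100 acetylcholine (100%)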
CHRM4 antagonist: human M4 muscarinic receptor antagonists, primary screen, CHO cells, Fluo-8 calcium fluorescence | Muscarinic acetylcholine receptor M4 (Homo sapiens), P08173 | CHO-hM4 cells, ACh EC80 | inhibition, % at 3 µM | hit rate 0.73% among 360,000;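 active means inhibition above its plate's cutoff, the mean inhibition of sample wells plus 3 SD, cut at about 27% in these data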;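 further: 0% = acetylcholine EC80 with DMSO and 100% = DMSO without agonist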
Target sequence (P08173 whole entry, looked up): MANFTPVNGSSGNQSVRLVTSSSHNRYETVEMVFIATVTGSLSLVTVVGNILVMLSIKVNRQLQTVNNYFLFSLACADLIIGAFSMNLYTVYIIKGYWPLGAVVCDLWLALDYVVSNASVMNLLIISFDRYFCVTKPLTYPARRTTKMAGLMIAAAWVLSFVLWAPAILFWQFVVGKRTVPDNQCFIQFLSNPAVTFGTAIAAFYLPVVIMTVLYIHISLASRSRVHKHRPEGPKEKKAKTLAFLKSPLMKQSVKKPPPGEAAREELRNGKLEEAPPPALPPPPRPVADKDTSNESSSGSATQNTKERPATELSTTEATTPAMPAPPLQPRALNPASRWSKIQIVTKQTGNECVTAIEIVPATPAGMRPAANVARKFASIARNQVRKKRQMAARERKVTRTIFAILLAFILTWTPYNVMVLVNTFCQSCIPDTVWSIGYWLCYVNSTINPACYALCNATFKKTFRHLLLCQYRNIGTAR
M4 PAM: human M4 muscarinic receptor positive allosteric modulators, primary screen, CHO-K1 cells, Fluo-8 calcium fluorescence | Muscarinic acetylcholine receptor M4 (Homo sapiens), P08173 | CHO-K1 hM4/Gqi5, ACh EC20; 0% = ACh EC20, 100% = maximal ACh | activation, % at 3 µM | hit rate 0.4% among 360,000;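 active means activation above its plate's cutoff, the mean activation of sample wells plus 3 SD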; further: some results filed as inactive read as strong as hits
CRFBP-R2 agonist: agonists of CRF-BP/CRF-R2 complex, primary screen, cell-based, HEK293, calcium dye fluorescence, uHTS. hit rate 0.46% among 350,000. activation, % at 13.2 µM. calcium dye fluorescence (FLIPR); percent of saturating CRF peptide response. CRF-binding protein / CRF receptor 2 complex (human);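 active means activation of at least 50%, plus an integration ratio under a set limit after plate pattern correction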;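 further: plate controls were neutral control wells without compound for no effect and CRF at EC100 for full effect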
CHRM4 agonist: human M4 muscarinic receptor agonists, primary screen, CHO-K1 cells, Fluo-8 calcium fluorescence. Muscarinic acetylcholine receptor M4 (Homo sapiens), P08173. CHO-K1 hM4/Gqi5; vehicle 0%, full acetylcholine response 100%. activation, % at 3 µM. hit rate 0.14% among 360,000. AID 624127, 2012;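 active means activation above the run mean over all test wells plus 3 SD, cut at about 32% in these data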;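 further: peak over basal fluorescence ratio per well then scaled between controls; 0% = DMSO wells and 100% = acetylcholine at EC100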
CHRM5 agonist: human M5 muscarinic receptor agonists, primary screen, CHO-K1 cells, Fluo-8 calcium fluorescence; Muscarinic acetylcholine receptor M5 (Homo sapiens), P08912; CHO-K1 hM5 cells; 0% DMSO wells, 100% maximal acetylcholine response; activation, % at 3 µM; hit rate 0.19% among 360,000;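 active means activation above the run's mean over test compounds plus 3 SD, cut at about 23% in these data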;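 further: signal is peak over basal fluorescence ratio across the kinetic read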
CRFBP-R2 block: antagonists of CRF-BP/CRF-R2 complex, primary screen, cell-based, HEK293, calcium dye fluorescence, uHTS. CRF-induced calcium fluorescence. inhibition, % at 11.8 µM. hit rate 0.59% among 350,000;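 active means inhibition of the ligand-induced calcium signal above about 50% at the single tested concentration, limit read from the data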
CHRM5 antagonist: human M5 muscarinic receptor antagonists, primary screen, CHO cells, Fluo-8 calcium fluorescence; inhibition, % at 3 µM; hit rate 0.59% among 360,000; Muscarinic acetylcholine receptor M5 (Homo sapiens), P08912; AID 624040, 2012; CHO-hM5 cells, ACh EC80;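 active means inhibition above a per-plate cutoff, the mean of that plate's test compounds plus 3 SD, cut at about 27% in these data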;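 further: 0% = acetylcholine EC80 with DMSO and 100% = DMSO without agonist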
IDE cell inh: human IDE inhibitors in live cells, primary screen, fluorescence polarization, HEK cells, FAbetaB substrate; Insulin-degrading enzyme (Homo sapiens), P14735; FAbetaB cleavage; inhibition, % at 5.59 µM; hit rate 0.41% among 320,000; AID 434962, 2010;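 active means percent inhibition above the average of all tested compounds plus 3 SD, set per screening campaign, cut at about 16% in these data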;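 further: IDE supplied by intact live HEK cells; FP after avidin binding of uncleaved biotin substrate so inhibition keeps polarization high; 0% = DMSO wells and 100% = 60 µM reference IDE inhibitor Ii1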
* = called active by the depositor; nt = no result given.

No. | SMILES | CHRM5 PAM | CHRM4 antagonist | M4 PAM | CRFBP-R2 agonist | CHRM4 agonist | CHRM5 agonist | CRFBP-R2 block | CHRM5 antagonist | IDE cell inh
1 | N#Cc1ccc(S(=O)(=O)NC[C@H]2O[C@@H](n3ccc(N)nc3=O)[C@H](O)[C@@H]2O)cc1 | 1 | 15 | -8 | -1.3 | 0 | 0 | 11 | -1 | nt
2 | COC(=O)NCC(C)OC(=O)Nc1cccc(Cl)c1 (stereo unspecified) | -3 | -7 | 2 | -0.5 | 1 | -3 | -24 | -7 | 9
3 | CCOC(=O)CN1C(=O)Nc2ccc(Br)cc2C1c1ccccc1 (stereo unspecified) | -23 | 19 | -20 | -1.0 | 1 | -5 | -58 | 8 | 0
4 | NC(=O)c1sc2nc(-c3ccccc3)c3c(c2c1N)CCCC3 | 6 | 4 | -12 | -0.8 | -1 | 1 | 8 | 10 | 0
5 | Cc1ccccc1NS(=O)(=O)c1ccc2[nH]c(=O)[nH]c2c1 | 0 | -10 | -3 | -4.0 | 6 | 0 | -16 | -3 | 0
6 | CCOC(=O)c1c(NC(=O)c2ccccc2Cl)sc2c1CCc1ccccc1-2 | -3 | 3 | 8 | 1.4 | 1 | -2 | -27 | 13 | -5
7 | CCCOc1ccc(F)cc1-c1cc(C(=O)NCc2ccc(C(F)(F)F)cc2)[nH]n1 | -4 | -14 | 2 | nt | 3 | 0 | nt | 15 | nt
8 | CN1CCN(C(=O)C2=C[C@H](c3ccc(C(F)(F)F)cc3)C[C@H](OCc3ccc(CO)cc3)O2)CC1 | 7 | -4 | 4 | 2.0 | 3 | -1 | -8 | 12 | 5
9 | CCN(C(=O)CSc1nc(C)c(C)c(C)n1)C1CCS(=O)(=O)C1 (stereo unspecified) | 0 | -6 | 5 | 3.2 | 1 | -1 | 14 | 11 | -3
10 | O=C(NC1CCCC1)C(c1ccsc1)N(C(=O)Cc1cccs1)c1cccc(F)c1 (stereo unspecified) | -2 | -5 | 4 | -0.9 | 1 | 1 | 8 | -1 | 0
11 | CCOC(=O)C(C#N)=C1CCC=C(C)C1 | 2 | -5 | 1 | -1.2 | 0 | -2 | 7 | -1 | nt
12 | CN1CCC(N(C)S(=O)(=O)c2ccc(NC(=O)COc3ccc(Cl)cc3)cc2)CC1 | 0 | 7 | -1 | 11 | 15 | -1 | -26 | 13 | 6
13 | COc1ccc(CNC(=O)COc2ccc(S(=O)(=O)N3CCOCC3)cc2C)cc1 | 0 | 7 | -9 | -0.3 | 11 | 2 | 8 | -3 | 5
14 | Cc1ccc([N+](=O)[O-])c(OCC(O)CNC(C)(C)C)c1 (stereo unspecified) | 7 | -4 | -5 | -0.9 | 1 | -3 | -3 | -7 | 3
15 | Cc1ccc(N(C(=O)c2snc(C(N)=O)c2N)C(C(=O)NCC2CCCO2)c2ccc3ncccc3c2)cc1 (stereo unspecified) | -7 | 5 | -7 | -0.8 | 16 | 5 | -11 | 13 | nt
16 | Cc1cc(C)c2c(CN3CCOCC3)cc(=O)oc2c1 | -5 | 4 | -15 | 3.1 | 6 | -1 | -8 | 4 | 4
17 | N#CCOc1coc(CN2CCN(c3cccc(Cl)c3)CC2)cc1=O | 2 | -10 | 4 | -0.6 | 1 | 0 | 1 | -1 | -2
18 | NC(=O)C1(N2CCCCC2)CCN(C(=O)CSc2nc3ccccc3o2)CC1 | 1 | -7 | 10 | -1.2 | 3 | -2 | 11 | -7 | -2
19 | CCc1nc(CN2CCN(c3ccc(C(F)(F)F)cn3)CC2)c(C)[nH]1 | -5 | 8 | -10 | -0.3 | 4 | -5 | -18 | 14 | 1
20 | O=C(CN1C(=O)c2ccccc2C1=O)NC1CCCCCC1 | -2 | -4 | -4 | -0.1 | 0 | -2 | -1 | 17 | 3
21 | N#Cc1ccc(C(=O)NN2C(=O)NC3(CCCCC3)C2=O)cc1 | 1 | -12 | 3 | 0.7 | 1 | 4 | -3 | -1 | nt
22 | CCN(C(=O)CSc1ncn[nH]1)c1cccc2ccccc12 | 0 | -3 | 3 | -0.6 | 1 | -1 | 7 | -1 | 5
23 | COc1cccc2cc(-c3cc(=O)oc4cc(C)c(O)cc34)oc12 | -6 | -6 | 6 | -1.1 | 1 | -4 | 4 | 13 | 2
24 | CCOc1ccc(S(=O)(=O)n2ccc(C)n2)cc1 | -1 | -17 | -4 | -2.2 | 1 | -7 | -1 | 4 | -3
25 | CC(C)c1ccc(OCCCCN2CCCCC2)cc1 | -15 | 17 | -17 | 2.6 | 8 | -4 | -10 | 11 | -4
26 | CCOc1ccc2nc(NC(=O)c3c([N+](=O)[O-])cnn3CC)sc2c1 | 2 | 6 | -1 | -1.9 | 0 | 0 | 12 | 0 | 1
27 | CCCc1nnc(NC(=O)C2CCN(C(=O)c3ccco3)CC2)s1 | 0 | -29 | 3 | 1.3 | 1 | -2 | -3 | -2 | 7
28 | CC(C)(C)OC(=O)N1CCC(C(=O)Nc2cccc(C(=O)NC3CC3)c2)CC1 | 0 | -11 | 5 | 0.2 | 3 | 2 | 1 | -4 | nt
29 | O=C(c1cccc(Cl)c1)N(Cc1ccco1)C1CCS(=O)(=O)C1 (stereo unspecified) | -10 | 1 | -3 | 2.7 | 16 | 3 | -1 | 6 | -2
30 | Cc1cc(C(=O)N/N=C2\CC(=O)CC(C)(C)C2)c(C)n1-c1ccccc1 | -3 | -4 | 10 | 0.6 | 0 | 0 | -11 | -1 | 4

Later entries.
cpd	structure	CHRM5 PAM	CHRM4 antagonist	M4 PAM	CRFBP-R2 agonist	CHRM4 agonist	CHRM5 agonist	CRFBP-R2 block	CHRM5 antagonist	IDE cell inh
31	O=C(Nc1c2c(nc3ccccc13)CCCC2)c1ccccc1F	-9	-18	9	3.1	5	-3	-12	2	-1
32	Cc1ccc(NC(=O)C2CC(O)CN2C(=O)OCc2ccccc2)c(C)c1 (stereo unspecified)	1	5	-4	1.4	0	-3	-3	-2	4
33	CCOC(=O)CC(=O)Nc1ncnc2c1C(c1ccccc1)c1c(ccc3ccccc13)O2 (stereo unspecified)	4	-14	16	0.4	4	2	-2	2	9
34	COc1cc(C2C3=C(COC3=O)Oc3cc4c(cc32)OCO4)cc(OC)c1OC (stereo unspecified)	-8	-9	3	0.8	2	5	-2	2	nt
35	O=C(c1cc2ccccc2o1)N1CCN(c2ccccc2Cl)CC1	-3	-5	-3	3.3	-1	-11	-38	-2	-1
36	CSc1nc(SCC(N)=O)c2c3c(sc2n1)CN(C)CC3	3	8	1	2.0	4	-3	15	1	-2
37	N#CCCN(C(=O)COC(=O)c1cc2ccccc2oc1=O)c1ccccc1	-4	-18	8	-1.8	1	-2	8	8	0
38	CCCCCC1=NN2C(=O)CC(=O)N=C2S1	6	-1	4	-1.3	0	4	15	-4	-5
39	COc1ccc2c(c1)c1ncn(CCN3CCCCC3)c(=O)c1n2C	5	1	9	-2.7	-2	0	-16	-5	4
40	Cc1ccccc1Cn1cc(NC(=O)c2cc(C3CC3)on2)cn1	1	4	-5	-1.6	1	-2	-1	-2	-3
41	Cc1ccc(-c2csc(-c3c[nH]c4ccccc34)n2)c(C)c1	-6	19	-2	3.5	0	-5	-24	7	-5
42	CCSc1cnn(-c2ccccc2)c(=O)c1Cl	10	-1	8	-0.6	-1	-4	0	0	-1
43	CC(=O)CC(C)(C)n1nnc(-c2ccccc2)n1	3	4	3	-0.2	1	-1	-6	-5	0
44	O=C(Nc1ccc(F)cc1F)N1CCCN(c2ccc([N+](=O)[O-])cn2)CC1	-20	10	-34	-1.0	15	2	3	14	2
45	COC(=O)c1ccccc1NC(=O)/C=C/c1ccco1	-6	-2	-8	0.1	-1	-2	0	2	2

Molecules listed so far containing a Cl atom, in the order listed:
cpd	structure	CHRM5 PAM	CHRM4 antagonist	M4 PAM	CRFBP-R2 agonist	CHRM4 agonist	CHRM5 agonist	CRFBP-R2 block	CHRM5 antagonist	IDE cell inh
2	COC(=O)NCC(C)OC(=O)Nc1cccc(Cl)c1 (stereo unspecified)	-3	-7	2	-0.5	1	-3	-24	-7	9
6	CCOC(=O)c1c(NC(=O)c2ccccc2Cl)sc2c1CCc1ccccc1-2	-3	3	8	1.4	1	-2	-27	13	-5
12	CN1CCC(N(C)S(=O)(=O)c2ccc(NC(=O)COc3ccc(Cl)cc3)cc2)CC1	0	7	-1	11	15	-1	-26	13	6
17	N#CCOc1coc(CN2CCN(c3cccc(Cl)c3)CC2)cc1=O	2	-10	4	-0.6	1	0	1	-1	-2
29	O=C(c1cccc(Cl)c1)N(Cc1ccco1)C1CCS(=O)(=O)C1 (stereo unspecified)	-10	1	-3	2.7	16	3	-1	6	-2
35	O=C(c1cc2ccccc2o1)N1CCN(c2ccccc2Cl)CC1	-3	-5	-3	3.3	-1	-11	-38	-2	-1
42	CCSc1cnn(-c2ccccc2)c(=O)c1Cl	10	-1	8	-0.6	-1	-4	0	0	-1

The listing continues.
cpd	structure	CHRM5 PAM	CHRM4 antagonist	M4 PAM	CRFBP-R2 agonist	CHRM4 agonist	CHRM5 agonist	CRFBP-R2 block	CHRM5 antagonist	IDE cell inh
46	Cc1cc(/C=C2/NC(=O)N(Cc3ccccc3F)C2=O)c(C)n1-c1ccccn1	-6	-9	0	2.8	3	-3	5	-1	-2
47	O=C(Nc1nc2ccccc2s1)C1c2ccccc2Oc2ccccc21	-13	-5	-4	-2.6	1	-4	-61	2	4
48	Cc1ccc(CNC(=O)Nc2ccc(Cl)cc2)cc1	-4	2	-3	-0.6	7	-1	-6	7	-1
49	CCCn1cnc2sc(C(N)=O)c(C)c2c1=O	1	2	-1	0.1	0	-4	5	7	4
50	O=C(Nc1ccc2c(c1)CN(C(=O)Nc1ccc(F)cc1)CC2)c1ccccn1	-16	5	-9	0.9	21	6	11	9	nt
51	CC1Cc2ccccc2N1CC(=O)NCc1ccccc1Cl (stereo unspecified)	2	-2	-1	1.1	1	-7	15	-3	-2
52	CCN(CC)S(=O)(=O)c1csc(C(=O)NC2CCCCC2)c1	-3	-1	-1	-0.6	2	-1	-6	7	9
53	O=C(COc1ccc(S(=O)(=O)N2CCOCC2)cc1)N1CCCCCC1	-5	12	-9	1.6	1	0	-14	13	-6
54	O=C(C1=C[C@H](c2ccc(Br)cc2)C[C@H](OCc2ccc(CO)cc2)O1)N1CCN(Cc2ccc3c(c2)OCO3)CC1	-2	5	-2	3.2	3	-4	-2	17	4
55	COc1cc(-c2cc(C(=O)O)c3cc4ccccc4cc3n2)cc(OC)c1OC	-2	-2	1	-3.5	1	0	21	7	nt
56	CCC1=Nc2cc(C(=O)NCCCN3CCOCC3)ccc2Sc2ccccc21	-1	-9	2	-0.8	2	-7	-4	2	7
